Compound activity from PubChem BioAssay.
Rtt109 Vps75 = C. albicans Rtt109 histone acetyltransferase inhibition; Q5AAJ8; purified Rtt109/Vps75, ThioGlo CoA-SH fluorescence, 4 h; inhibition, % at 34.9 µM; hit rate 0.16% among 330,000; AID 540336;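 active means inhibition of at least 50% in every replicate; inconclusive means best replicate reaches 50% inhibition but some replicates fall short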
Target sequence (Q5AAJ8 whole entry, looked up): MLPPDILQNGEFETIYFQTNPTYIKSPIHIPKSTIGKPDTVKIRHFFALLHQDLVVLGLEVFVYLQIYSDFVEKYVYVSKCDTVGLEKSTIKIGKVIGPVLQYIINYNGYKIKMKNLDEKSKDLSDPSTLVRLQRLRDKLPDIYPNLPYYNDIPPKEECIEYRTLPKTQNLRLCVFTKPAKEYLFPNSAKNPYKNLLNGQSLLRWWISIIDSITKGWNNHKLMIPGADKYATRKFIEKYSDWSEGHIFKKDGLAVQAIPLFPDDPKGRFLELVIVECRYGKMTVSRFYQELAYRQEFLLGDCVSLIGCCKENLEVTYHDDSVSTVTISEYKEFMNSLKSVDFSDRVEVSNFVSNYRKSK
phage Ecoli inh = E. coli growth loss with phage present; hit rate 0.26% among 360,000; growth absorbance; inhibition, % at 11.9 µM; in the data active means inhibition above about 11%
CAL PDZ FP = blocks peptide binding to human CAL PDZ domain | hit rate 0.02% among 330,000 | AID 504414 | inhibition, % at 20 µM | Q9HD26 | purified CAL PDZ, TMR-peptide fluorescence polarization, 1 h;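 active means highest replicate inhibition of at least 40%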;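 further: plate controls were DMSO neutral control wells for no effect and unlabeled competitor peptide control wells for full effect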
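Test system: purified CerCALP PDZ construct; Compound dosing: one concentration, 20 µM compound; Also added: TMR-labelled reporter peptide T*-PRC34 bound in PDZ groove; Read-out: inhibition from polarization loss; Controls: unlabelled peptide and DMSO controls; Signal: FP readout, S and P plane fluorescence; Incubation: 1 h at RT.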
PfHsp90 yeast 2 = reduces growth (ATP signal) of yeast expressing P. falciparum Hsp90; inhibition, % at 9.4 µM; hit rate 0.32% among 310,000; AID 504621; S. cerevisiae expressing PfHsp90, BacTiter-Glo ATP, 48 h; yeast lacking PDR1 and PDR3 efflux regulators;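 active means every replicate shows inhibition above about 80%, whatever the replicate mean, limit read from the data; inconclusive means mean inhibition reaches the set limit but some replicate falls short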;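 further: 0% = DMSO neutral controls and 100% = 20 µM radicicol positive controls; yeast relying on Plasmodium falciparum Hsp90 in place of its own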
Wnt bcat act = Wnt/beta-catenin pathway activation | Wnt/beta-catenin reporter cell assay, activator, plate reader | activation, % at 9.35 µM | hit rate 1.2% among 300,000; in the data active means activation above about 30%, passing the limit was not always enough; inconclusive means no clear call, values can overlap the other calls;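 further: 0% = neutral control wells and 100% = positive control wells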
AddAB inh = less growth of phage-infected E. coli with AddAB; inhibition, % at 11.9 µM; E. coli expressing H. pylori AddAB, absorbance growth; hit rate 0.29% among 330,000; in the data active means inhibition above about 12%;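 further: 0% = vehicle wells of infected cells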
DAGLB inh = blocks human DAGLB lipase activity. Q8NCG7. HEK293T DAGLB membrane lysate, EnzChek fluorogenic substrate. inhibition, % at 5.17 µM. hit rate 0.059% among 340,000; in the data active means inhibition above about 34%;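 further: 0% = enzyme with vehicle and 100% = wells lacking enzyme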
Target sequence (Q8NCG7 whole entry, looked up): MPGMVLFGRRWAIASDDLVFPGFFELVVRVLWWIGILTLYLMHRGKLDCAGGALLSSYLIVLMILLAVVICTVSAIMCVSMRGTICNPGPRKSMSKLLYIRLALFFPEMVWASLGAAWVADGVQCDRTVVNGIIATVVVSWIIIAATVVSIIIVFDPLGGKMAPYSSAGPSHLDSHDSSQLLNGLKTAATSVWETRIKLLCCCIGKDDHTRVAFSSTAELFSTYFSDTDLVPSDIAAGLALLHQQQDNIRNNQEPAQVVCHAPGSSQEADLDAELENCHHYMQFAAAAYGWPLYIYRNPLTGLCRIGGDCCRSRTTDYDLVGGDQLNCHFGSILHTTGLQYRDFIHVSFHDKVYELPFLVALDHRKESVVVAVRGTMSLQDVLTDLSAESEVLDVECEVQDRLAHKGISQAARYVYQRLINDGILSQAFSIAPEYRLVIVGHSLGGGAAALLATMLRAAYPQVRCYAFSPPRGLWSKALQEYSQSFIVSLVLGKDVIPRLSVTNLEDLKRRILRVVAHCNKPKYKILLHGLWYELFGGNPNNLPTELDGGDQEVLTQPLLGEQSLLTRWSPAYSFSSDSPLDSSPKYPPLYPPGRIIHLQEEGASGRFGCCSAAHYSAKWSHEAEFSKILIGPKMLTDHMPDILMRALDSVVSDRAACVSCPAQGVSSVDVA
Ecoli viability = counter-screen for AddAB inhibitors: E. coli growth inhibition; E. coli V3065 growth, OD600 absorbance, 18 h; inhibition, % at 11.9 µM; hit rate 0.27% among 330,000; AID 449728;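 active means inhibition above the campaign's mean inhibition across all tested compounds plus 3 SD, cut at about 9.9% in these data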;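 further: uninfected addAB+ strain grown without phage in ampicillin broth; 0% = DMSO wells and 100% = ciprofloxacin 0.95 µg/ml wells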
PvdQ acylase = P. aeruginosa PvdQ acylase inhibition | purified PvdQ acylase, fluorescence plate reader | inhibition, % at 10 µM | hit rate 0.063% among 340,000; in the data active means inhibition above about 30%, passing the limit was not always enough; inconclusive means no clear call, values can overlap the other calls;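 further: 0% = vehicle neutral wells and 100% = reference inhibitor wells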
Tat export inh = E. coli Tat transport inhibition; hit rate 0.036% among 340,000; E. coli MC4100 TorA-mCherry Tat export, fluorescence; AID 488895; inhibition, % at 10 µM;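 active means mean replicate inhibition at least 50% and at least half of replicates individually reaching 50%; inconclusive means only one of the two criteria met; inactive means neither criterion met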;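 further: exported cargo escapes ClpAP degradation while cytoplasmic cargo is degraded and loses fluorescence; 0% = median of neutral control wells and 100% = median of NaSCN control wells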
Numbers without * were called inactive; ? = inconclusive; . = no result given.

SMILES	Rtt109 Vps75	phage Ecoli inh	CAL PDZ FP	PfHsp90 yeast 2	Wnt bcat act	AddAB inh	DAGLB inh	Ecoli viability	PvdQ acylase	Tat export inh
CCN(CC)CCNC(=O)Cn1cnc2sc(C)c(S(=O)(=O)N3CCOCC3)c2c1=O	0	-0.1	-4.9	19	.	0.8	-2	-0.4	-8	0
Cc1ccccc1N/C(=N/S(=O)(=O)c1cc(F)ccc1F)c1ccccc1	-8	0.4	-2.1	4	2	0.8	-3	-0.6	-10	0
COc1ccc(S(=O)(=O)NC2CC(=O)N(c3cccc(F)c3)C2)cc1OC (stereo not drawn)	1	3.1	-2.2	.	0	1.1	0	-0.3	-14	2
COc1ccc2sc(-c3ccccc3OC)c(-c3ccc(O)cc3)c2c1	12	3.0	-1.1	107*	-2	2.0	-1	2.7	-12	9
CC1CCCCC12NC(=S)N(c1ccccc1)N2 (stereo not drawn)	13	2.2	0.1	-12	-2	0.9	-3	-1.1	-1	0
CCOC(=O)[C@@H]1[C@H]2COc3ccc(Br)cc3[C@@H]2N2C(=O)N(c3ccc(Cl)cc3)C(=O)[C@@]12C	-2	2.0	-0.9	-6	-2	3.2	-5	3.1	8	5
Cc1ccc(C)c(N(CC(=O)NC2CCCC2)C(=O)c2cc3cc4cc(C)ccc4nc3s2)c1	-1	2.5	-2.9	-7	-3	-0.9	-2	-1.4	-15	-1
CCN(CC)S(=O)(=O)c1ccc(C(=O)NCCc2ccccn2)cc1	-12	3.0	-0.6	-5	4	2.4	1	0.9	-11	-13
O=C(/C=C/C(=O)NCc1cccs1)NCc1cccs1	7	3.7	-0.7	8	1	0.7	2	2.6	-8	4
CCN(CC)CCCn1c(SCC(=O)Nc2cccc(F)c2)nnc1-c1ccoc1C	6	2.1	-3.9	-42	-1	5.1	0	0.4	-14	-16
Cc1nonc1OCC(C)(COc1nonc1C)NC(=O)c1ccccc1	-4	0.2	-1.0	5	-9	0.7	-8	-2.3	-13	-3
c1ccc(Cn2c[n+](Cc3ccccc3)c3ccccc32)cc1	-2	1.6	-1.7	-24	-3	2.9	0	3.4	-4	5
O=C(Nc1nnc(-c2cccs2)s1)C1CC1	7	2.1	.	-7	8	1.2	-2	-0.1	-14	-5
Cn1c(=O)c2c(nc(CN3CCCCC3)n2CCCc2ccccc2)n(C)c1=O	-7	0.7	-2.5	17	-9	2.3	1	-2.2	-22	2
O=c1c2cc(Cl)ccc2[nH]c(=S)n1Cc1ccco1	3	-1.3	.	.	.	1.6	1	-0.4	-9	24
O=C(NCCCN1CCN(c2ccccc2)CC1)C1CCCN(c2ncnc3c2nc2n3CCCCC2)C1 (stereo not drawn)	0	1.3	-0.9	10	-3	0.3	0	0.4	0	-1
O=C(OCCCOc1ccc(F)cc1)c1ccc(O)cc1O	2	0.9	-0.6	-8	3	2.8	-4	1.1	11	-5
Cc1cc(Cl)c2ccc(Cl)cc2n1	1	0.5	0.1	-8	-4	0.4	-2	1.2	-4	14
Cc1ccc(C)c(NCC(=O)NNC(=S)Nc2ccccc2)c1	1	3.8	0.4	12	1	2.8	1	2.2	-18	0
CSc1ccccc1NC(=O)CN(C)CC(=O)Nc1ccccc1F	-5	-6.2	0.3	-12	.	1.4	-1	-0.8	0	-1
CNC(=S)N(CCc1c(C)[nH]c2ccc(F)cc12)Cc1cccnc1	-5	0.8	0.4	-4	1	-1.7	-2	0.6	6	8
CCCCN1C(=S)NC[C@@H]1Cc1cccc2ccccc12	-19	1.1	1.0	8	12	4.3	-4	0.0	-9	21
Cc1ccc(-c2nnn(CC(=O)O)n2)cc1	-4	3.2	-2.1	6	0	2.4	1	0.5	5	3
Cc1ccc(C(=O)CNc2cccc([N+](=O)[O-])c2)cc1	-1	4.8	-0.1	-13	9	4.6	0	3.9	-11	-8
CC(=O)c1ccc(N2CCN(C(=O)CCCn3c(=O)[nH]c4ccccc4c3=O)CC2)cc1	5	3.5	-1.7	.	0	1.4	3	-0.7	-12	-4
O=C(CCc1nc(-c2ccccc2F)no1)NCc1ccco1	-5	-0.5	-0.7	2	.	-1.0	3	-1.1	2	1
CN(CC(N)=O)S(=O)(=O)c1ccc(F)cc1	-2	1.5	-0.3	.	.	-2.1	-2	1.5	-11	-10
CC(=O)N1CCc2cc(S(=O)(=O)CCC(=O)NCc3ccc4c(c3)OCO4)ccc21	-23	0.5	0.6	9	.	1.9	0	-0.5	-2	9
O=[N+]([O-])c1ccc2c(c1)[nH]c(=S)n2-c1ccccc1	.	1.0	0.2	-1	-2	4.9	1	1.7	14	-8
O=C(COC(=O)c1ccc(C(F)(F)F)cc1)NC(=O)NC1CCCC1	7	9.3	-1.4	5	-1	0.9	0	-0.2	-3	6
O=C(OC1CCOC1=O)c1cncc(Br)c1 (stereo not drawn)	-4	0.2	0.5	6	.	3.0	0	-0.5	7	5
Cc1c(-c2ccccc2)sc(Br)c1C(=O)N1CCOCC1	-8	1.9	-0.1	-15	-3	1.6	-5	0.5	-11	6
COc1cc(NC(=O)C23CC4CC(C2)CC(n2cnc([N+](=O)[O-])n2)(C4)C3)cc(OC)c1	2	3.6	-0.5	.	-23	0.7	1	3.1	-2	-8
CCN(Cc1cc(=O)n2cc(Cl)c(C)c(Cl)c2n1)Cc1nc2ccccc2c(=O)[nH]1	-1	2.9	0.2	-15	-1	1.6	2	-1.7	-14	-1
O=C1N(Cc2ccc3c(c2)OCO3)c2ccccc2C1(O)c1c[nH]c2ccccc12 (stereo not drawn)	-3	2.8	-2.9	.	-5	-1.4	1	-2.4	-12	2
O=C(Nc1ccc(Cl)cc1)N(CCCN1CCOCC1)Cc1cccs1	-12	2.1	-1.6	15	2	1.3	4	0.2	-3	-7
O=C(NCCc1ccccc1)c1ccc(OCCOc2ccccc2)cc1	1	.	0.2	.	.	2.0	-1	0.8	-8	-7
CN(Cc1cccs1)C(=O)c1ccc(S(=O)(=O)N2CCCCC2)cc1	-6	0.3	-3.1	0	-3	0.6	-1	-1.9	10	1
CC(=O)N1CCN(c2ccccc2NC(=O)c2cc(Br)ccc2Cl)CC1	-3	2.3	-3.1	-12	-3	2.2	-2	0.6	-6	-5
Cc1ccc(/C=N/NC(=O)c2nnn(-c3nonc3N)c2CSc2ccccc2)cc1	9	3.4	0.9	6	-2	2.6	-4	1.1	14	6
CC(C)NC(=O)c1sc2c(c1C(=O)Nc1cccnc1)CCCC2	23	1.1	-0.8	0	1	-0.2	-5	-1.6	11	-9
COc1ccccc1C1CC(=O)Oc2cc(C)cc(C)c21 (stereo not drawn)	8	-0.6	-0.1	3	-1	2.2	-6	2.0	1	-5
CCCNc1nc2c(c(=O)[nH]c(=O)n2C)n1Cc1cccc(Br)c1	0	2.7	.	-13	.	2.8	5	-3.3	-20	-2
Cc1ccc(NC2=C/C(=N/S(=O)(=O)c3cccs3)c3ccccc3C2=O)cc1	0	3.6	1.5	20	-13	3.7	11	1.5	-12	-6
Cc1cccc(C(=O)Oc2ccccc2C2C[C@]3(C)CC(=O)NC3N2C(=O)c2cccc(C)c2)c1 (stereo partly drawn)	11	-1.1	-2.0	7	-3	-1.0	2	-0.8	-14	3
COc1ccc(CN2CCN(CCc3ccccc3)C(CCO)C2)c(Cl)c1OC (stereo not drawn)	-8	1.9	0.0	-28	0	1.2	-2	-1.0	-17	-6
COc1ccccc1S(=O)(=O)Cc1ccc(C(=O)N2CCN(c3ccccn3)CC2)o1	-13	.	0.3	-32	-5	1.7	1	2.1	-15	7
CCn1ccnc1CN1CCCC(CO)(Cc2cccc(OC)c2)C1 (stereo not drawn)	-5	2.2	0.7	-11	0	2.8	-1	0.4	-3	-2
COc1cc(-c2nc(C)c(C(C)=O)n2O)ccc1OCC(=O)Nc1ccc(Cl)cc1	7	4.7	-1.3	30	-2	1.9	4	1.3	-14	-11
CCOC(=O)CSc1nnc(Cn2nnc(-c3ccccc3)n2)n1C	2	3.2	17	-18	.	1.2	1	0.1	-11	-8
CCOc1ccc2c(C)nc(NC3=NC(C)(C)C=C(C)N3)nc2c1	?	0.0	.	-4	-13	-2.2	4	-5.1	8	1
Cc1ccccc1-c1ccc(Nc2ccc(N3CCOCC3)cc2)nn1	-2	.	.	14	.	-0.2	6	-1.7	-18	-1
Cc1ccc(C2CC(=O)Nc3sc(C(N)=O)c(N)c32)cc1 (stereo not drawn)	-3	0.6	-2.5	3	.	3.1	3	0.6	-4	0
CCS(=O)(=O)N1CCCC(c2nc(-c3cccc(OC)c3)no2)C1 (stereo not drawn)	-2	1.0	-0.3	0	10	0.4	0	1.3	0	13
COc1ccc(-c2nc(SCC(=O)Nc3cc(C)on3)n[nH]2)cc1	1	.	-0.9	-16	.	2.9	1	-1.0	-9	8
Cc1ccc(S(=O)(=O)N2CCC3(CC2)OCCO3)cc1	-9	-4.0	0.4	-3	-2	0.9	-1	-2.3	4	10
COC(=O)[C@H](CC(C)C)NS(=O)(=O)c1ccccc1	1	3.9	-0.6	-26	-1	-0.2	-1	-0.6	-5	-3
Cc1cccc(NC(=O)C2CCCC2)c1	.	1.2	-2.1	.	.	1.4	1	-1.3	8	-2
COc1ccc(Cl)c(Cn2c(NCC(C)O)nc3c2c(=O)n(C)c(=O)n3C)c1 (stereo not drawn)	-10	0.7	-1.7	-6	.	1.9	1	-0.7	6	0
Cc1cc(NC(=O)COC(=O)c2ccccc2NCCO)no1	-5	1.3	-1.8	-7	1	-3.5	0	-0.1	-35	5

Next records:
SMILES	Rtt109 Vps75	phage Ecoli inh	CAL PDZ FP	PfHsp90 yeast 2	Wnt bcat act	AddAB inh	DAGLB inh	Ecoli viability	PvdQ acylase	Tat export inh
CCN(CC(=O)NCc1cccs1)C(=O)/C=C/c1cccc(Br)c1	-3	0.6	-0.4	6	2	1.2	0	0.5	-5	9
Cc1oc(-c2cccc(F)c2)nc1CN1CCCCC1CCc1ccccn1 (stereo not drawn)	-7	0.5	-1.4	-3	-1	1.4	1	-1.6	-7	-3
COc1cc(NC(=O)COC(C)=O)c(C)cc1[N+](=O)[O-]	14	0.5	-1.2	7	-7	4.0	0	-0.9	-15	6
CCOC(=O)C1=C(C)Nc2nnnn2C1c1cccnc1 (stereo not drawn)	-5	0.9	.	-31	-1	0.9	-3	-1.1	-19	0
O=C(O)CSCc1cn2cc(Cl)ccc2n1	1	2.6	-0.3	6	.	-3.2	-1	2.1	-12	-8
CC1CN(CCOCCSc2ccc(Cl)cc2)CC(C)O1 (stereo not drawn)	-4	1.2	20	-10	-1	-0.9	0	-2.8	-19	-9

Profiles, looked up by structure.
O=C(Nc1nnc(-c2cccs2)s1)C1CC1 across the screens: Rtt109 Vps75: 7; phage Ecoli inh: 2.1; CAL PDZ FP: .; PfHsp90 yeast 2: -7; Wnt bcat act: 8; AddAB inh: 1.2; DAGLB inh: -2; Ecoli viability: -0.1; PvdQ acylase: -14; Tat export inh: -5
CCN(CC(=O)NCc1cccs1)C(=O)/C=C/c1cccc(Br)c1 across the screens: Rtt109 Vps75: -3; phage Ecoli inh: 0.6; CAL PDZ FP: -0.4; PfHsp90 yeast 2: 6; Wnt bcat act: 2; AddAB inh: 1.2; DAGLB inh: 0; Ecoli viability: 0.5; PvdQ acylase: -5; Tat export inh: 9
